GC-B act = human GC-B receptor activators, primary screen, HEK293 GC-B cells, cGMP TR-FRET, EC30 CNP; Atrial natriuretic peptide receptor 2 (Homo sapiens), P20594; 0% at EC30 CNP, 100% saturating CNP; activation, % at 10 µM; 0.11% of 370,000 active; AID 1920062, 2024;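 active means activation at 10 µM reaching about 35% in either raw or pattern-adjusted values, limit read from the data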
LEDGF integ inh = blockers of LEDGF/p75-dependent integrase strand transfer – biochemical, TR-FRET, high throughput, primary screen | HIV-1 integrase (with human LEDGF/p75) | inhibition, % at 3.7 µM | 0.64% of 370,000 active | TR-FRET IN-LEDGF/p75 DNA integration, Eu/Cy5;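 active means inhibition above the screen-wide mean plus 3 SD, cut at about 13% in these data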;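 further: signal is the Cy5 over europium emission ratio at 671 and 618 nm; 0% = plate median of compound wells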
mABHD4 FP = ABHD4 inhibitors, primary screen, biochemical, fluorescence polarization, mouse; (Lyso)-N-acylphosphatidylethanolamine lipase (Mus musculus), Q8VD66; purified mABHD4, FP-Rh probe fluorescence polarization; inhibition, % at 8.92 µM; 0.54% of 370,000 active; AID 720543, 2013;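 active means inhibition exceeding the mean over every tested compound plus 3 SD, cut at about 30% in these data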;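 further: 0% = plate median of compound wells and 100% = S159A mutant with DMSO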
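Doses – 8.92 µM, single dose · Material – wild-type mouse ABHD4 protein · Replication – single well per compound (singlicate) · Measure – percent inhibition of probe binding, normalized to plate controls · Schedule – 45 min compound pre-incubation plus 60 min probe step, 25 °C · Detection – fluorescence polarization with parallel and perpendicular emission, 525/598 nm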
MBD2 DNA inh = inhibitors of MBD2 binding to methylated DNA, primary screen, biochemical, TR-FRET, DNA-binding domain, human. Methyl-CpG-binding domain protein 2 (Homo sapiens), Q9UBB5. MBD2 binding to methylated oligonucleotide. inhibition, % at 4.4 µM. 0.31% of 370,000 active. AID 686964, 2013; in the data active means inhibition above about 13%
TDP2 absorb = human TDP2 enzyme inhibitors, primary screen, biochemical, epi absorbance, recombinant enzyme | Tyrosyl-DNA phosphodiesterase 2 (Homo sapiens), O95551 | T5PNP hydrolysis, p-nitrophenol absorbance 415 nm | inhibition, % at 12.8 µM | 0.34% of 370,000 active;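 active means inhibition above the mean of all tested compounds plus 3 SD, set per campaign, cut at about 25% in these data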;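 further: 0% = DMSO with enzyme and 100% = buffer with substrate but no TDP2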
Target sequence (O95551 whole entry, looked up): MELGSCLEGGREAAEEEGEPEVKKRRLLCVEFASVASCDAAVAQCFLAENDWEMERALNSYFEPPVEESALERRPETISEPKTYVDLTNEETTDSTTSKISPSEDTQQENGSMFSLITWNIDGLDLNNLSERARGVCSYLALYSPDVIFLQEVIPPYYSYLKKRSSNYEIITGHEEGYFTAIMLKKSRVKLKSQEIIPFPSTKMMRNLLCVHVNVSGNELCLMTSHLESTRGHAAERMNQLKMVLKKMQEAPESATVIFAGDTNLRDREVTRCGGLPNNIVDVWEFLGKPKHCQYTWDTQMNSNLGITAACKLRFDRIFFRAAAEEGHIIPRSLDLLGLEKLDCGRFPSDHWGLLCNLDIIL
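System: recombinant human TDP2 / Amount: 120 nM TDP2 per well / Also added: 5 mM T5PNP chromogenic substrate / Doses: 12.8 µM single point, 1% DMSO / Incubation: 2 h at 37 °C / Detection: p-Nitrophenol epi absorbance / Evaluation: % inhibition relative to enzyme-containing and enzyme-free wells / Repeats: singlicate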
PRMT1 inh = PRMT1 methyltransferase inhibitors, primary screen, biochemical, fluorescence polarization. Protein arginine N-methyltransferase 1 (Homo sapiens), Q99873. recombinant PRMT1, activity-based probe fluorescence polarization. inhibition, % at 2.79 µM. 1.3% of 370,000 active. AID 652257, 2013;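 active means inhibition above about 21% made by adding two undisclosed values, limit read from the data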
TCR CD3 inh = inhibitors of human TCR-CD3 interaction, primary screen, biochemical, fluorescence, TAMRA-labeled TCR probe. T-cell receptor (TCR). inhibition, % at 9.4 µM. 0.37% of 360,000 active. AID 651800, 2012; in the data active means inhibition above about 19%;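 further: recombinant mutant TCR 2C K166C tagged with TAMRA read by polarization; 0% = receptor in buffer alone and 100% = receptor with positive control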
HTRA1 inhibitor = HTRA1 serine protease inhibitors, primary screen, biochemical, fluorescence polarization, HTS; 0.5% of 340,000 active; inhibition, % at 5.96 µM; AID 504803, 2011; recombinant HTRA1, FP-rhodamine activity-based probe; Q92743; in the data active means inhibition above about 36%;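 further: 0% = enzyme with DMSO and 100% = wells lacking enzyme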
SIAE primary = human SIAE inhibitors, primary screen, biochemical, fluorescence polarization, FP-Rh probe, 1536-well HTS; SIAE FP-Rh probe binding; 0.69% of 370,000 active; AID 1053197, 2014; inhibition, % at 9.66 µM; Sialate O-acetylesterase (Homo sapiens), Q9HAT2;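 active means inhibition above a cutoff: mean of compounds within the control limits plus 3 SD of those, cut at about 17% in these data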;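 further: 0% = plate median of compound wells and 100% = probe without SIAE protein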
Target sequence (Q9HAT2 whole entry, looked up): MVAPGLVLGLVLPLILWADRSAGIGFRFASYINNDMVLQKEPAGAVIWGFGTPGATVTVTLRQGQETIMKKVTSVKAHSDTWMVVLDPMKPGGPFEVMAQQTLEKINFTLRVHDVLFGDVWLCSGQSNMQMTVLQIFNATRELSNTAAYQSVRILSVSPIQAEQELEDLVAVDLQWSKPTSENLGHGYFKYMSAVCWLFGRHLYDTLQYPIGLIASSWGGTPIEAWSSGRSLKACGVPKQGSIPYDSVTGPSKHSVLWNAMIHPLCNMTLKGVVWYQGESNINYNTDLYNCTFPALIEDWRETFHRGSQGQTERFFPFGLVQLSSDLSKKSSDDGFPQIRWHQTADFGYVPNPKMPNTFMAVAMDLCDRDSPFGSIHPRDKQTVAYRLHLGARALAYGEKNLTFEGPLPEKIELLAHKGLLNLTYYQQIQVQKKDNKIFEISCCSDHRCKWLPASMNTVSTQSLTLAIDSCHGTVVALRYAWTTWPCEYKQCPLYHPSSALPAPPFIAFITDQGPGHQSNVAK
rCAG RNA binder = binders of r(CAG) RNA repeats, primary screen, biochemical, fluorescence. r(CAG) RNA repeat, TO-PRO-1 dye displacement fluorescence. inhibition, % at 3 µM. 1.3% of 370,000 active;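 active means inhibition above the plate cutoff, the mean of all test compounds on that plate plus 3 SD, cut at about 35% in these data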;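 further: 0% = DMSO alone and 100% = 100 µM mitoxantrone as full dye displacement; higher means more dye released from RNA so lower well fluorescence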
Starred values were filed as active, the others as inactive; x = not tested or not shown. A portion of the library; rates above refer to the full screens.

nr	Molecule	GC-B act	LEDGF integ inh	mABHD4 FP	MBD2 DNA inh	TDP2 absorb	PRMT1 inh	TCR CD3 inh	HTRA1 inhibitor	SIAE primary	rCAG RNA binder
1	Cc1cc(=O)n2c(ccc3ccccc32)c1C#N	-4	0	-7	-3	-2	0	-2	3	4	-1
2	COc1cccc2sc3cc(C#Cc4ccccn4)ccc3c(=O)c12	0	1	2	11	12	6	-2	-57	-33	18
3	Cc1cc(C)n(Cc2nc3ccccc3n2C)n1	-1	4	-8	0	-21	-2	6	4	-12	3
4	O=C([C@H](Cc1ccccc1)NS(=O)(=O)c1ccc(Cl)cc1)N1CC[C@@]2(O)CCCC[C@H]2C1	-11	-3	-2	1	-3	-4	3	-8	8	-2
5	CCOc1ccc(N(C(C)C(=O)NC(C)CC)S(C)(=O)=O)cc1 (centres undefined)	0	1	1	2	7	-2	0	2	6	-3
6	O=C(NCc1cccnc1)NC(=O)c1ccc(Cl)cc1	-2	-3	7	4	9	-1	-1	1	3	-1
7	O=C(NCCc1ccncc1)c1ccccc1F	2	3	0	2	5	-3	0	4	4	1
8	CCOC(=O)CCNC(=O)N1CCCC(CNS(=O)(=O)c2cccs2)C1 (centres undefined)	2	-5	5	4	6	2	2	3	2	-3
9	Cc1ccc(CSCC(=O)Nc2ccccc2)cc1	2	0	-4	0	4	-4	-1	-1	4	0
10	CCN(CC)C(=O)c1[nH]cnc1C(=O)N[C@@H](CC(C)C)C(=O)OCc1ccccc1	0	-2	-13	1	3	-1	5	-1	0	-10
11	CNC[C@@H]1Oc2c(NC(=O)Nc3ccc(F)cc3)cccc2C(=O)N([C@H](C)CO)C[C@@H]1C	10	3	-2	-3	-8	-4	1	-3	-2	1
12	CSCCC(NC(=O)/C(=C/c1ccco1)NC(=O)c1ccco1)C(=O)O (centres undefined)	0	2	2	-4	7	5	8	x	0	3
13	O=S(=O)(/N=C(/c1ccccc1)N1CCCCCC1)c1ccccc1	-11	-3	2	8	-5	1	-2	6	1	-4
14	CC(Sc1nnc(-c2ccc(OC(F)F)cc2)n1N)C(=O)NCC1CCCO1 (centres undefined)	-7	-1	-2	4	1	-3	-1	-9	-2	-3
15	COc1ccc(C(=O)NCC(=O)OCC(=O)NC(=O)c2ccc(C(C)(C)C)cc2)cc1OC	-1	-6	-5	3	-2	4	-7	-5	-8	5
16	Cc1cc(C)c(S(=O)(=O)NC2CC(C)(C)NC(C)(C)C2)cc1Br	-10	3	0	1	-5	-1	1	8	5	2
17	Cc1nc2ccc(C(=O)Nc3cccc(NS(C)(=O)=O)c3)cn2c1N(C)C(=O)CCc1ccccc1	4	-2	1	2	1	6	-3	x	1	4
18	O=C1N[C@@H](Cc2ccccc2)C(=O)N2[C@@H]1C[C@]1(Br)c3ccccc3N(S(=O)(=O)c3ccccc3)[C@H]21	-5	2	-5	-2	-5	1	-1	x	-4	6
19	CCOC(=O)C(=O)Nc1nc(-c2ccc3c(c2)CCN3C(=O)C2CC2)c(C)s1	-4	-1	39*	0	-2	-2	6	-2	0	8
20	C[C@@H]1CN([C@@H](C)CO)C(=O)CCCn2nncc2CO[C@@H]1CN(C)S(=O)(=O)c1ccc(Cl)cc1	4	2	9	-3	7	0	6	6	0	0
21	CCOC(=O)[C@H]1[C@H]2COc3ccc(Cl)cc3[C@@H]2N2C(=O)c3cc(C)ccc3NC(=O)[C@@]12C	-3	-1	2	1	-4	-1	0	-6	-11	2
22	COC(=O)[C@H](CCSC)NC(=O)Cn1cnc2c(NCc3ccccc3)ncnc21	-1	-4	-3	1	4	1	2	1	1	-1
23	COc1ccc(S(=O)(=O)c2ccccc2)cc1NS(=O)(=O)c1cccc(C(=O)O)c1	1	0	11	6	4	-1	0	4	-4	10
24	C/C(=N\OCC(=O)Nn1c(C)nc2ccccc2c1=O)c1cccs1	3	3	-15	0	-17	6	-12	2	0	1
25	NS(=O)(=O)c1ccc(Cl)cc1[N+](=O)[O-]	-1	-2	2	-3	4	-4	5	-2	-7	-1
26	CCOC(=O)CSc1ccc(S(=O)(=O)N(CC)CC)cc1[N+](=O)[O-]	1	1	3	1	5	1	4	-3	6	-3
27	COc1ccc(NC(=O)c2c[nH]n3c(=O)cc(C4CCN(C(=O)OC(C)(C)C)CC4)nc23)cc1Cl	-11	1	-2	7	-8	1	0	8	6	8
28	Cc1ccc(CS(=O)Cc2ccc(C(=O)NCCCc3ccccc3)o2)cc1 (centres undefined)	-3	-5	-1	1	1	0	5	-7	-6	1
29	O=C(CNC(=S)N(Cc1ccccc1)Cc1cccnc1)NCCc1ccccc1	1	-1	-5	11	-6	3	1	-8	-1	-6
30	Cn1c(=O)n(C)c2cc(C(=O)O)ccc21	0	-2	6	0	-6	1	-2	-1	-1	-3
31	CCN(CC)CCn1c(=N)n(CC(O)COc2cccc(C)c2)c2ccccc21 (centres undefined)	-6	-2	3	-3	-2	1	-3	x	-3	11
32	COc1ccccc1CC(=O)NNS(=O)(=O)c1cccc([N+](=O)[O-])c1	6	4	-14	6	-8	6	-6	0	-7	2
33	COc1cccc(CNC(=O)CSc2nnc3c(n2)[nH]c2ccccc23)c1	-2	2	-6	-7	-7	-2	4	5	-2	4
34	Cc1cc(NC(=O)CSc2nccn2-c2ccc([N+](=O)[O-])cc2)no1	-2	-1	3	1	12	0	3	4	-8	0
35	O=C(Oc1cccc(C(=O)N2CCOCC2)c1)c1ccc(Br)cc1	-6	3	-3	3	6	2	1	-2	-2	-5
36	O=C(NC1CC1)c1ccc(NC(=O)C2CCC2)cc1	1	0	5	-4	10	3	4	3	5	2
37	CC(Sc1nnc(C(F)(F)F)n1C)C(=O)Nc1ccc(N2CCOCC2)cc1 (centres undefined)	-6	0	5	-2	1	2	6	5	10	-2
38	CC(=O)Nc1ccc(OCC(O)Cn2c3ccccc3c3ccccc32)c(C)c1 (centres undefined)	-5	1	-18	2	-13	1	-1	-50	0	4
39	Cc1ccc(-c2c(C(=O)N/N=C/C3CCCCC3)nnn2-c2nonc2N)cc1	0	-4	-10	6	-8	2	10	-15	2	7
40	Cc1ncc(NS(=O)(=O)c2ccc(N)cc2)nc1C	2	-1	-4	1	1	-3	-2	4	5	2

Rewritten with values under each structure: part of the list above.
Results follow in this order: GC-B act | LEDGF integ inh | mABHD4 FP | MBD2 DNA inh | TDP2 absorb | PRMT1 inh | TCR CD3 inh | HTRA1 inhibitor | SIAE primary | rCAG RNA binder
[31] CCN(CC)CCn1c(=N)n(CC(O)COc2cccc(C)c2)c2ccccc21 (centres undefined)
  -6 | -2 | 3 | -3 | -2 | 1 | -3 | x | -3 | 11
[32] COc1ccccc1CC(=O)NNS(=O)(=O)c1cccc([N+](=O)[O-])c1
  6 | 4 | -14 | 6 | -8 | 6 | -6 | 0 | -7 | 2

(more compounds)
nr	Molecule	GC-B act	LEDGF integ inh	mABHD4 FP	MBD2 DNA inh	TDP2 absorb	PRMT1 inh	TCR CD3 inh	HTRA1 inhibitor	SIAE primary	rCAG RNA binder
41	COc1ccc(CN2CCNC(=O)C2CC(=O)NC2CCCCCCC2)cc1OC (centres undefined)	-3	0	3	-2	1	-1	6	-6	-1	2
42	COc1ccc(C(=O)OCC(=O)Nc2sccc2C(N)=O)cc1OC	-3	-1	-4	4	-2	-3	10	-8	-6	5
43	Cc1ccc(C(=O)CSc2nnc(-c3snnc3C)n2C2CC2)cc1	-7	3	0	-2	5	-2	-4	3	3	-6
44	O=C(COC(=O)c1cc(=O)[nH]c2ccccc12)c1ccc(Br)cc1	-10	-1	1	1	7	2	-2	3	-11	8
45	CCC(C(=O)NCCCN1CCN(CC)CC1)n1nc(C)n2c(cc3occc32)c1=O (centres undefined)	4	-2	1	3	-11	-1	0	-2	-5	-1
46	Cc1ccc(NC(=O)COC(=O)c2cc(=O)c3ccccc3o2)c(Br)c1	-6	1	2	-6	-4	3	-7	2	7	1
47	Cc1cccc(C)c1NS(=O)(=O)c1ccc2c(c1)NC(=O)CO2	-1	5	3	-5	5	-1	11	4	-4	0
48	CC(C)(C)OC(=O)N[C@H](Cc1ccccc1)C(=O)N1CCC(C(=O)O)CC1	4	-1	5	1	1	0	7	2	-1	1
49	COc1ccc(Cl)cc1-c1nc(SCC(=O)NC2CC2)n[nH]1	4	0	-3	-4	8	-3	1	-3	-4	0
50	CCOC(=O)C12CNC(=O)C(C(=O)OCC)(CNC1=O)C2	-5	4	-3	-5	-2	-2	6	5	7	1
51	CCOC(=O)C(=NCCCN(C)C)NNc1cc(C(F)(F)F)ccc1Cl	-3	0	-4	-3	-7	1	10	2	15	0

Among those listed so far, 9 contain an aryl methoxy group.
nr	Molecule	GC-B act	LEDGF integ inh	mABHD4 FP	MBD2 DNA inh	TDP2 absorb	PRMT1 inh	TCR CD3 inh	HTRA1 inhibitor	SIAE primary	rCAG RNA binder
2	COc1cccc2sc3cc(C#Cc4ccccn4)ccc3c(=O)c12	0	1	2	11	12	6	-2	-57	-33	18
15	COc1ccc(C(=O)NCC(=O)OCC(=O)NC(=O)c2ccc(C(C)(C)C)cc2)cc1OC	-1	-6	-5	3	-2	4	-7	-5	-8	5
23	COc1ccc(S(=O)(=O)c2ccccc2)cc1NS(=O)(=O)c1cccc(C(=O)O)c1	1	0	11	6	4	-1	0	4	-4	10
27	COc1ccc(NC(=O)c2c[nH]n3c(=O)cc(C4CCN(C(=O)OC(C)(C)C)CC4)nc23)cc1Cl	-11	1	-2	7	-8	1	0	8	6	8
32	COc1ccccc1CC(=O)NNS(=O)(=O)c1cccc([N+](=O)[O-])c1	6	4	-14	6	-8	6	-6	0	-7	2
33	COc1cccc(CNC(=O)CSc2nnc3c(n2)[nH]c2ccccc23)c1	-2	2	-6	-7	-7	-2	4	5	-2	4
41	COc1ccc(CN2CCNC(=O)C2CC(=O)NC2CCCCCCC2)cc1OC (centres undefined)	-3	0	3	-2	1	-1	6	-6	-1	2
42	COc1ccc(C(=O)OCC(=O)Nc2sccc2C(N)=O)cc1OC	-3	-1	-4	4	-2	-3	10	-8	-6	5
49	COc1ccc(Cl)cc1-c1nc(SCC(=O)NC2CC2)n[nH]1	4	0	-3	-4	8	-3	1	-3	-4	0
